Screening results (PubChem)
PrPC surface inh = cell surface PrPC inhibition, primary TR-FRET screen; P04156; TR-FRET read-out; inhibition, % at 13.8 µM; 370,000 compounds, 0.43% hits; AID 720596; in the data active = inhibition above about 24%; note: 0% = median of the test wells and 100% = reference compound wells
CCHF vOTU inh = blocks the CCHF virus ovarian tumor domain protease; CCHFV vOTU protease, Pep-AMC fluorescence; AID 651958; 370,000 compounds, 0.55% hits; inhibition, % at 11.5 µM; in the data active = inhibition above about 30%; note: 0% = vehicle wells with enzyme and 100% = no enzyme wells
PriA SSB inh = blocks PriA binding to SSB C-terminal tail. AlphaScreen SSBct-PriA binding, biotinylated peptide. 430,000 compounds, 0.6% hits. inhibition, % at 33 µM; in the data active = inhibition mostly above about 37%, no sharp cut-off; inactive = mostly below about 20%;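 note: plate controls were negative control peptide for no effect and reference peptide for full effect; strong numbers were not always called active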
Anthrax LF prot = blocks Bacillus anthracis lethal factor protease; P15917; multiplex microsphere protease cleavage assay, LF; inhibition, % at 10 µM; 360,000 compounds, 0.12% hits; AID 588501; note: plate controls were buffer without enzyme for full effect and enzyme alone for no effect
Target sequence (P15917 whole entry, looked up): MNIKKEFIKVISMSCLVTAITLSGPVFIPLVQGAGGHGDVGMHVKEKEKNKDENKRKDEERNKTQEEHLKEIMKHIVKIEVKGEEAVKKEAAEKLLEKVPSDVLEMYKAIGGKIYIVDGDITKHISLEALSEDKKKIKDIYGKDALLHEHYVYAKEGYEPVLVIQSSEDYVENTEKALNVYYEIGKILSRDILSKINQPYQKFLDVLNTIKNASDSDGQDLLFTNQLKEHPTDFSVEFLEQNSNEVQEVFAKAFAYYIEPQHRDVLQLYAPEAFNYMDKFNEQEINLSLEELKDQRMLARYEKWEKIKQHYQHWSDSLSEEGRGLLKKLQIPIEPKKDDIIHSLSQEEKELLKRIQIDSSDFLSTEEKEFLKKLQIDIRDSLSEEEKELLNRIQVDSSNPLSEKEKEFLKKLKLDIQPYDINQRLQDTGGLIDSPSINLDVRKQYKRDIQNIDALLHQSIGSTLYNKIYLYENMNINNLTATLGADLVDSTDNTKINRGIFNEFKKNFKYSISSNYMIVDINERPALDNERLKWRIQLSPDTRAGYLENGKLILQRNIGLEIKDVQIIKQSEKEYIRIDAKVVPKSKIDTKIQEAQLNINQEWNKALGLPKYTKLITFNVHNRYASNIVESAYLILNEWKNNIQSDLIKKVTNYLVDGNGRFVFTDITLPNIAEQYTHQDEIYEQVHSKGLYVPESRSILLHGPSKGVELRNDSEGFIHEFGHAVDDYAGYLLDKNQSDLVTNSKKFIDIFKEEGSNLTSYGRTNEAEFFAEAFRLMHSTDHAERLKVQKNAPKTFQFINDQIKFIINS
Rv3671c inh = inhibitors of M. tuberculosis serine protease Rv3671c. inhibition, % at 5.96 µM. 320,000 compounds, 0.048% hits; in the data active = inhibition above about 38%;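 note: extracellular domain of Rv3671c used as enzyme; 0% = enzyme with DMSO and 100% = no enzyme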
BoNT-F LC inh = inhibitors of Botulinum neurotoxin F light chain protease; Multiplex microsphere protease cleavage assay, flow cytometry; inhibition, % at 10 µM; 360,000 compounds, 0.22% hits; AID 588497; in the data active = inhibition above about 35%, passing the limit was not always enough; inconclusive = no clear call, values can overlap the other calls; note: plate controls were buffer without enzyme for full effect and enzyme alone for no effect
DUSP3 inh = DUSP3 (human) phosphatase inhibition | P51452 | recombinant VHR phosphatase, pNPP absorbance | 290,000 compounds, 0.52% hits | inhibition, % at 13.3 µM; in the data active = inhibition above about 50%; note: some compounds called inactive have numbers as strong as hits
Target sequence (P51452 whole entry, looked up): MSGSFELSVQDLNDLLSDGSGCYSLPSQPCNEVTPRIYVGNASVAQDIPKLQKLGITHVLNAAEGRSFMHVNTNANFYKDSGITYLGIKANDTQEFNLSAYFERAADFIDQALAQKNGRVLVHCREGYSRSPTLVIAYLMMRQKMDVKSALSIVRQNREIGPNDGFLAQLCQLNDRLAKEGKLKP
3CLpro inhibitor = SARS-CoV 3CLpro protease inhibition; AID 1706; 290,000 compounds, 0.14% hits; P0C6X7; inhibition, % at 6 µM; recombinant SARS-CoV 3CLpro, quenched FRET peptide cleavage; in the data active = inhibition above about 12%
MazF activator = activators of E. coli MazEF toxin-antitoxin RNase | P0AE70 | FAM/BHQ RNA-DNA oligo cleavage fluorescence, 5 h | activation, % at 20 µM | 350,000 compounds, 0.32% hits | AID 504720; in the data active = activation above about 50%
BoNT A protease = inhibitors of Botulinum neurotoxin A light chain protease; 360,000 compounds, 0.17% hits; multiplex microsphere protease substrate cleavage, flow cytometry; AID 588499; inhibition, % at 10 µM; note: plate controls were buffer without enzyme for full effect and enzyme alone for no effect
Numbers without * were called inactive; ? = inconclusive; · = no result given; & = joins results of further samples. Cut-off read from the data, not from the text of the source, unless noted: active = inhibition above about 30%; inconclusive = no clear call, values can overlap the other calls; inactive = below that. A portion of the library; count on the stated rates, not on these rows.

The line under a structure holds: PrPC surface inh | CCHF vOTU inh | PriA SSB inh | Anthrax LF prot | Rv3671c inh | BoNT-F LC inh | DUSP3 inh | 3CLpro inhibitor | MazF activator | BoNT A protease
CCOC(=O)N1CCN(C(=O)CCCn2c(=O)[nH]c3ccccc3c2=O)CC1
 : 1 | 5 | 1 | -1 | 2 | -2 | 10 | -5 | 0 | -1.2
OC(COC1CCCCC1)CN1CCCCC1 (configuration not stated)
 : -3 | -17 | 3 | -2 | 5 | -2 | 56* | -8 | -14 | -1.5
Cc1ccc(NC(=S)NCCN2CCOCC2)cc1F
 : 2 | 10 | -11 | -2 | 6 | -2 | 23 | 1 | 4 | -1.2
COc1cccc(SCc2noc(C(=O)NC(C)C)c2C(=O)O)c1
 : -4 | -3 | -14 | 2 | 5 | -7 | 12 | 5 | -1 | 0.4
O=C(Nc1ccccc1)c1ccc(N2CCN(c3ccccc3)CC2)c(S(=O)(=O)N2CCOCC2)c1
 : 2 | -3 | 8 | -36 | -31 | 30 | 43 | 0 | 9 | 16
Cc1cc(N2CCCCCC2)nc(-c2ccccc2O)n1
 : 3 | 12 | -103 | -2 | 6 | -14 | -4 | 0 | -19 | -0.5
CCN(C(=S)NCc1ccccc1)c1cccc2ccccc12
 : 14 | -13 | -23 | 0 | 0 | -6 | 8 | 1 | 2 | -1.0
COc1cccc(CC(=O)OCC(=O)NC2(C#N)CCCCC2)c1
 : -3 | 11 | -13 | 0 | 1 | -13 | · | · | 8 | 0.1
CCOC(=O)c1c(C)[nH]c(C(=O)COC(=O)c2ccc([N+](=O)[O-])o2)c1C
 : -5 | 3 | -14 | -5 | -8 | -10 | · | · | 3 | 0.4
CCn1c(CC(=O)Nc2ccccc2)nnc1SCC(=O)Nc1ccccc1C(=O)OC
 : 3 | -5 | -6 | -10 | -7 | -6 | 6 | 1 | 3 | 0.2
CCC(=O)N1CCC1(C)C(=O)Nc1cccc2cccnc12 (configuration not stated)
 : -10 | 1 | · | -6 | · | 7 | · | · | · | -0.2
COc1ccc(C(=O)Oc2ccc(C(=S)N3CCOCC3)cc2)cc1
 : 0 | 10 | -4 | -1 | 4 | 1 | 15 | 6 | 5 | -1.1
CC1CCN(c2ccc3c(c2)S(=O)(=O)c2cccc(C(=O)NC4CCCCC4)c2C3=O)CC1
 : -16 | 15 | 9 | 11 | -8 | 6 | · | · | -86 | 8.1
CCOC(=O)C1(C)NC(c2ccc(O)cc2)C2C(=O)N(c3ccccc3)C(=O)C21 (configuration not stated)
 : 7 | 17 | -5 | 8 | 4 | 5 | 21 | 3 | -2 | 1.3
C[C@@H]1COC(=O)[C@H](NC(=O)OCC2c3ccccc3-c3ccccc32)C/C=C\C[C@@H](CC(=O)N[C@H](CO)Cc2ccccc2)C(=O)N1
 : 2 | -6 | -10 | -7 | -15 | -18 | · | · | -2 | 0.9
CCn1c(=O)cc(OCC(=O)Nc2ccc3c(c2)OCCO3)c2ccccc21
 : 6 | 3 | -2 | -5 | 0 | 1 | -17 | 2 | 6 | 1.2
CCc1ccccc1NC(=O)Nc1cc(F)ccc1F
 : 10 | 5 | 2 | 0 | -2 | -7 | 30 | 5 | 3 | -0.2
CCC(C)c1ccccc1NC(=O)C1CCCO1 (configuration not stated)
 : -3 | -3 | -6 | -1 | 4 | -11 | -2 | 4 | 4 | -0.1
N#Cc1c(NC(=S)NC(=O)c2ccccc2)sc2c1CCCC2
 : -2 | -19 | 3 | 0 | -8 | -2 | -5 | 7 | 12 | -0.1
CCCNC(=O)c1ccc(N2CC3CC(C2)c2cccc(=O)n2C3)c(NC(=O)Nc2ccc(CC)cc2)c1 (configuration not stated)
 : -4 | 17 | 6 | 0 | -5 | 2 | 2 | 2 | 8 | 0.0
Cc1ccc(C(=O)NCC#N)cc1
 : 2 | 2 | -9&-3&-2 | -1 | -2 | 2 | 7 | -1 | -2 | 0.2
Cc1ccc(NS(=O)(=O)c2cc(C(=O)NCc3ccccn3)ccc2Cl)cc1C
 : 47* | 15 | 4 | 0 | -15 | -4 | 45 | -3 | 0 | 0.4
Cc1cccc(C(=O)OCC(=O)N2CCCCCC2)c1O
 : -7 | -1 | -5 | -2 | -4 | -3 | · | · | 1 | 0.0
CC(=O)Nc1ccc(Nc2cc(N3CCOCC3)c3nonc3c2[N+](=O)[O-])cc1
 : -4 | 11 | -11 | -12 | -1 | -4 | 29 | -3 | -18 | -0.4
CC(C)OCCCNC(=O)C1CCN(S(=O)(=O)N2CCCC2)CC1
 : 0 | 7 | -1 | -4 | -2 | -2 | 8 | 1 | 3 | -0.5
CSc1nnc2c(n1)OC(c1ccsc1)N(C(C)=O)c1ccccc1-2 (configuration not stated)
 : -22 | 12 | 7 | 2 | 2 | -7 | 4 | -3 | -3 | 2.8
COc1cc(/C=C2\SC(=S)N(NC(=O)c3ccc(O)c(OC)c3)C2=O)ccc1O
 : -3 | 16 | 4 | -10 | -137 | -23 | 10 | 2 | -183 | 10
Nc1ccc(C23CC4CC(CC(O)(C4)C2)C3)cc1
 : -4 | 1 | 4 | -2 | 3 | 9 | 17 | 5 | 12 | -0.1
COc1ccc(C(=O)Nc2ccncc2)c(OC)c1
 : -1 | 9 | -3 | 1 | 1 | -3 | 22 | -1 | 1 | 0.0
CC(C)CN(C(=O)COC(=O)c1nc(Cl)ccc1Cl)C1CCS(=O)(=O)C1 (configuration not stated)
 : -4 | 2 | 1 | 5 | -13 | -6 | 0 | -3 | -4 | 0.4
Cc1cc(N(C)C)c(C#N)c(N2CCCCC2)n1
 : -3 | 8 | -13 | -4 | 10 | -5 | 0 | 1 | 8 | 0.2
COc1cccc(/C=C/C(=O)OCC(=O)Nc2ccccc2Sc2ccccc2)c1
 : -2 | -2 | -6 | -2 | -17 | -1 | -5 | -4 | 2 | 0.3
O=C(O)c1ccc(OCC(O)Cn2cnc3ccccc32)cc1 (configuration not stated)
 : 0 | 2 | -8 | -3 | -1 | 9 | 28 | 4 | 3 | 0.3
CCOc1cc(/C=N/NC(=O)c2ccc3c(c2)OCCO3)cc(Br)c1O
 : -5 | 16 | · | 8 | -1 | 10 | 26 | 0 | 11 | -1.8
CC(=O)Nc1c(-c2ccc(F)cc2)nc2ccccn12
 : -4 | -6 | -18 | -1 | -2 | 14 | 17 | 1 | 5 | -0.6
COc1ccc(Cc2nc3ccc(C(=O)N4CCCCC4CCO)cc3o2)cc1 (configuration not stated)
 : 1 | 3 | 11 | 1 | -2 | -4 | -9 | 7 | 0 | 0.5
Cc1ccccc1C(=O)Nc1ccccc1N1CCN(C(=O)c2ccccc2)CC1
 : -5 | -8 | 1 | 0 | 3 | 1 | 4 | 5 | 1 | 0.6
COc1ccccc1NS(=O)(=O)c1cccc(C(=O)N2CCCCCCC2)c1
 : 5 | 10 | -8 | -6 | 3 | 2 | · | · | -3 | 1.6
Brc1ccc(-c2csc(-c3ccncc3)n2)cc1
 : -5 | -14 | -29 | 0 | -4 | -5 | 3 | 2 | -1 | 0.2
Cc1ccccc1NC(=O)c1onc2c1CCCC2
 : 5 | -2 | -26 | 0 | 4 | -6 | 13 | 2 | 8 | -0.6
COc1ccccc1-c1noc(-c2ccccc2C(=O)Nc2cccnc2)n1
 : 7 | -3 | 9 | 2 | -3 | 2 | 23 | 5 | 2 | 2.2
CCN(Cc1ccccc1)C(=O)c1ccc2c(=O)n3c(nc2c1)CCC3
 : -1 | 8 | 2 | 2 | 0 | 6 | · | · | -2 | 0.0
CSc1ccc(CN2CCC(CO)(CCOc3ccccc3)CC2)cc1
 : -2 | 3 | 7 | 18 | -4 | ? | 2 | -6 | -30 | ?
CC(=NCCCn1ccnc1)c1c(O)n(C2CCCCC2)c(=O)[nH]c1=O
 : 0 | 16 | -9 | -10 | 2 | -2 | -3 | 4 | 1 | -0.7
O=C(CCn1nc(-c2ccc(Cl)cc2)c2ccccc2c1=O)Nc1cccnc1
 : -5 | 0 | -9 | -3 | 4 | 0 | 15 | 6 | -2 | 0.1
CS(=O)(=O)N1CCCC(C(=O)NCc2ccc(F)cc2)C1 (configuration not stated)
 : -6 | -9 | -10 | 5 | 4 | -14 | 0 | 4 | 1 | -1.2
O=C(CSc1ccc(-c2cccs2)nn1)NCCc1ccccc1
 : 5 | -1 | -3 | -2 | 4 | -9 | -4 | -3 | -1 | -1.9
CCOc1ccccc1NC(=O)CSc1nc2nc(-c3cccs3)cc(C(F)(F)F)c2c(=O)[nH]1
 : 4 | -3 | 6 | -2 | -49 | -2 | 25 | 5 | -4 | 0.0
O=C(c1ccc2c(c1)OCO2)C1CCCN(Cc2ccccn2)C1 (configuration not stated)
 : -9 | 23 | -6 | -7 | 2 | 0 | -1 | 2 | -8 | 1.3
Cc1ccc(NC2CCCN(C(=O)c3cn(C)c4ccccc34)C2)cc1C (configuration not stated)
 : 2 | -8 | 26 | -2 | 7 | 2 | 14 | -2 | 9 | 0.0
COc1cc(OC)cc(C(=O)N[C@H](C(=O)OCC(=O)c2c[nH]c3ccccc23)C(C)C)c1
 : 7 | 11 | 4 | 0 | -7 | 1 | · | · | 5 | 0.8
O=C(NNS(=O)(=O)c1ccccc1)c1cccc([N+](=O)[O-])c1
 : -7 | -5 | -2 | -3 | -2 | ? | 11 | 7 | -6 | 3.7
COc1ccc(OC)c2sc(N(CCN(C)C)C(=O)c3ccc4ccccc4c3)nc12
 : -6 | 9 | 54* | -1 | 5 | 0 | 11 | 5 | 14 | -2.5

Ordered by molar mass (high to low): seven of the compounds above
The line under a structure holds: PrPC surface inh | CCHF vOTU inh | PriA SSB inh | Anthrax LF prot | Rv3671c inh | BoNT-F LC inh | DUSP3 inh | 3CLpro inhibitor | MazF activator | BoNT A protease
COc1ccc(OC)c2sc(N(CCN(C)C)C(=O)c3ccc4ccccc4c3)nc12
 : -6 | 9 | 54* | -1 | 5 | 0 | 11 | 5 | 14 | -2.5
COc1cccc(/C=C/C(=O)OCC(=O)Nc2ccccc2Sc2ccccc2)c1
 : -2 | -2 | -6 | -2 | -17 | -1 | -5 | -4 | 2 | 0.3
O=C(CCn1nc(-c2ccc(Cl)cc2)c2ccccc2c1=O)Nc1cccnc1
 : -5 | 0 | -9 | -3 | 4 | 0 | 15 | 6 | -2 | 0.1
O=C(c1ccc2c(c1)OCO2)C1CCCN(Cc2ccccn2)C1 (configuration not stated)
 : -9 | 23 | -6 | -7 | 2 | 0 | -1 | 2 | -8 | 1.3
O=C(NNS(=O)(=O)c1ccccc1)c1cccc([N+](=O)[O-])c1
 : -7 | -5 | -2 | -3 | -2 | ? | 11 | 7 | -6 | 3.7
Brc1ccc(-c2csc(-c3ccncc3)n2)cc1
 : -5 | -14 | -29 | 0 | -4 | -5 | 3 | 2 | -1 | 0.2
O=C(O)c1ccc(OCC(O)Cn2cnc3ccccc32)cc1 (configuration not stated)
 : 0 | 2 | -8 | -3 | -1 | 9 | 28 | 4 | 3 | 0.3
